# Bioassay records (PubChem)
# TRHR PAM: qHTS for Small Molecule Agonists and Allosteric Enhancers of Human TRH Receptor: Primary Screen for Enhancers; Thyrotropin-releasing hormone receptor (Homo sapiens), P34981; TRHR cells, fluo-8 calcium fluorescence, EC20 TRH enhancement; enhancement, % at 2 µM; hit rate 0.66% among 360,000; in the data active = enhancement above about 30%; note: 0% is about no effect
# Target sequence (P34981 whole entry, looked up): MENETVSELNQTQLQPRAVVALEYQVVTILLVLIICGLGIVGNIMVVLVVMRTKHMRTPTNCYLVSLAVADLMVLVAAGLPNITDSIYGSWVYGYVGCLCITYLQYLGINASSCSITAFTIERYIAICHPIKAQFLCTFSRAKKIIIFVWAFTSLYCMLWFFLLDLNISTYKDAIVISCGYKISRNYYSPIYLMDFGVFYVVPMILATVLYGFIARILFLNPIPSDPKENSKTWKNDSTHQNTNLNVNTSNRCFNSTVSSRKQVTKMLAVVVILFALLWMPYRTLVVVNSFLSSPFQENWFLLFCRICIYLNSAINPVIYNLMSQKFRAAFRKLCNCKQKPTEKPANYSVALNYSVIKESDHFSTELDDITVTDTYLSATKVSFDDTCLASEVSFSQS
#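 Enhancer read-out: after compound pinning and an initial kinetic agonist-mode read, an EC20 of TRH (10 nM final) was injected and fluo-8 calcium signal (Ex 480/Em 530) followed at 1 s/cycle for 100 cycles in TRHR-expressing cells.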
# D2 ag: HTS Assay for Allosteric Agonists of the Human D2 Dopamine Receptor: Primary Screen for Agonists | D(2) dopamine receptor (Homo sapiens), P14416 | HEK293 T-REx D2 cells, calcium flux agonist mode | activation, % at 2 µM | hit rate 0.53% among 340,000;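 active = activation over 3 SD above normal in the single-dose calcium agonist read, cut at about 30% in these data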; note: 0% is about no effect
#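 Calcium-flux readout, 1 cycle/sec over 180 s following compound pin transfer, in inducible HEK293 Trex D2 cells (force-coupled); dopamine controls included. Positive calcium responses during this window marked compounds as potential agonists.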
# D1 PAM: Potentiators of Human D1 Dopamine Receptor: qHTS. AID 504651, 2011. potentiation, % at 10 µM. hit rate 0.036% among 360,000. HEK293 TREx D1 cells, calcium flux, dopamine EC20 potentiation; in the data active = potentiation above about 30%; note: 0% is about no effect
# Target sequence (P21728 whole entry, looked up): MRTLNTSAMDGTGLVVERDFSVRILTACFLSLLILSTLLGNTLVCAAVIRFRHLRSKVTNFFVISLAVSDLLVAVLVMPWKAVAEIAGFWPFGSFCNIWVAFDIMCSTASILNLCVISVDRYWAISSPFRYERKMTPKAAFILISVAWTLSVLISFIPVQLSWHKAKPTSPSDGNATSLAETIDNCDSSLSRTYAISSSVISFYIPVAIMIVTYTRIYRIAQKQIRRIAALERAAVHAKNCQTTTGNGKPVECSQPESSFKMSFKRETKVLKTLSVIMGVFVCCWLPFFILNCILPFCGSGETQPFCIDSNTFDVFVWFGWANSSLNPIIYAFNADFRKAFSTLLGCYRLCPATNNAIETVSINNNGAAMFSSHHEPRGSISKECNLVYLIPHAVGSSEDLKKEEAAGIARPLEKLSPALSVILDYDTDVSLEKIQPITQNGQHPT
# D1 antag: Antagonist of Human D 1 Dopamine Receptor: qHTS; HEK293 TREx D1 cells, calcium flux, dopamine EC80; stronger effect = lower value; activity change, negative = inhibition, % at 10 µM; hit rate 3.2% among 360,000; in the data active = activity change below about -30%; note: % is set by controls: 0 for no effect and ±100 for the full control effect
#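 After overnight tetracycline induction at 30 C, force-coupled D1 HEK293 cells took up a no-wash calcium dye at room temperature. Compounds were added and monitored 180 s, and the response to EC80 dopamine was then recorded.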
# TRHR agonist: qHTS for Small Molecule Agonists and Allosteric Enhancers of Human TRH Receptor: Primary Screen for Agonists. Thyrotropin-releasing hormone receptor (Homo sapiens), P34981. TRHR cells, calcium flux fluo-8, FDSS agonist mode. activation, % at 2 µM. hit rate 0.18% among 360,000; note: 0% is about no effect
#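 Fluo-8-loaded TRHR cells; 10 s baseline, compound added, kinetic Ca2+ fluorescence read 1/s, agonist mode.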
# D2 potentiator: HTS Assay for Positive Allosteric Modulators of the Human D2 Dopamine Receptor: Primary Screen for Potentiators | hit rate 0.34% among 340,000 | D(2) dopamine receptor (Homo sapiens), P14416 | potentiation, % at 10 µM | AID 485347, 2010 | HEK293 T-REx D2, calcium flux, EC20 dopamine potentiation;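 active = potentiation over 3 SD above the plate norm, cut at about 30% in these data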; note: 0% is about no effect
#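 Primary screen. Calcium kinetics in induced HEK293 T-REx D2 cells: compound pre-addition 180 s, EC20 dopamine, 180 s more.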
# D2 antagonist: HTS Assay for Allosteric Antagonists of the Human D2 Dopamine Receptor: Primary Screen for Antagonists; inhibition, % at 10 µM; hit rate 2% among 340,000; D(2) dopamine receptor (Homo sapiens), P14416; HEK293 TREx D2 cells, calcium flux, dopamine EC80; AID 485344, 2010; in the data active = inhibition above about 30%; note: 0% is about no effect
#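 Tetracycline-induced HEK293 T-REx cells expressing D2 force-coupled to calcium signalling were dye-loaded, exposed to compound for 180 s, then challenged with an EC80 of dopamine; calcium flux was followed kinetically for a further 180 s.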
# RXFP1 antagonist: qHTS Assay for Antagonists of the Relaxin Receptor RXFP1. HEK293-RXFP1, relaxin-stimulated cAMP HTRF, 30 min; stronger effect = lower value. activity change, negative = inhibition, % at 57.5 µM. hit rate 0.59% among 350,000;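 active = activity change of -60% or lower, but not beyond a set lower limit; inconclusive = change between -60% and -40%, or beyond the set limit; inactive = change above -40%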; note: % is set by controls: 0 for no effect and ±100 for the full control effect
# D1 agonist: Allosteric Agonists of the Human D1 Dopamine Receptor: qHTS; D(1A) dopamine receptor (Homo sapiens), P21728; HEK293 T-REx D1 cells, calcium flux, agonist mode; activation, % at 2 µM; hit rate 1% among 360,000; AID 504660, 2011; note: 0% is about no effect
#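 Tetracycline-induced HEK293 TREx D1 cells, force-coupled to calcium signalling, were dye-loaded with a no-wash calcium kit. Compound was pin-added after a 10 s baseline. Fluorescence was read kinetically at 1 cycle/s for 180 s, with calcium rises flagged as agonism.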
# * hit, by the source's call; ? = inconclusive; . = no result given. Cut-off read from the data, not from the text of the source, unless noted: active = activation above about 30%; inactive = the rest.
# Value order – D2 ag	TRHR PAM	D1 PAM	D1 agonist	D1 antag	D2 potentiator	TRHR agonist	D2 antagonist	RXFP1 antagonist
1: Brc1ccc(-c2ccc(/C=N/Nc3nc(N4CCOCC4)nc(N4CCOCC4)n3)o2)cc1
  0.1	1	0	5	11	0	-1.0	-6	-4
2: N#Cc1c(Cl)nsc1NCCN1CCOCC1
  1.0	-3	-5	2	-1	-5	0.8	-9	2
3: C=CCNC(=S)/N=c1/ccccn1CCC
  -0.7	4	1	1	2	-4	0.8	10	1
4: COc1ccc(NC(=O)CSc2nnc(Cn3c(=O)sc4ccccc43)n2C)cc1
  0.2	-6	-3	-1	-3	1	0.3	-10	.
5: O=C(Nc1nnc(S(=O)(=O)N2CCOCC2)s1)c1ccccc1Br
  -0.6	1	2	2	0	-3	-0.4	-10	-7
6: COc1cccc(C(=O)Nc2nc3ccc(S(C)(=O)=O)cc3s2)c1
  -0.4	0	1	3	4	.	-0.4	9	-24
7: O=C1Nc2cc(C(=O)NCCN3CCCCCC3)ccc2S/C1=C\c1ccccc1
  1.4	-2	-2	7	-3	-8	1.2	-2	-13
8: Cc1ccc2cc(CN(Cc3ccc4c(c3)OCO4)Cc3nnnn3Cc3ccco3)c(=O)[nH]c2c1C
  0.4	-2	0	8	10	-16	1.7	-10	7
9: COc1cc(OC)c(NC(=O)CC(C)=O)cc1Cl
  -2.3	-1	-14	3	1	11	-1.7	-8	11
10: COc1ccccc1NC(=O)C1CCN(S(=O)(=O)c2cccs2)CC1
  -0.8	-5	-3	3	-17	-2	0.6	13	1
11: COc1cc(NC(=O)CSc2ncnc3scc(-c4ccccc4)c23)c(C(=O)O)cc1OC
  1.2	2	-3	1	-15	11	0.5	3	0
12: CCCCOc1ccc(-c2ncc(N)cn2)cc1
  -0.4	0	-1	1	-11	2	0.0	-5	-7
13: CC1S/C(=N/N=C/c2ccco2)N(Cc2ccccc2)C1=O (stereo not drawn)
  0.7	3	-7	5	-40*	1	-0.1	-4	-6
14: Cc1ccc(-c2nnn(CC(=O)N(c3ccccc3)C(C(=O)NCC3CCCO3)c3cccs3)n2)o1 (stereo not drawn)
  0.3	7	-3	-2	-1	4	-0.3	-5	-23
15: COC(=O)Cn1cnc2c(nnn2Cc2ccc(Cl)cc2)c1=O
  0.8	-11	-2	3	-9	7	0.4	-8	18
16: CC/C(O)=C1\C(=O)CC(c2ccccc2)CC1=NCCC(=O)O (stereo not drawn)
  0.8	6	-1	1	-4	-1	1.2	-9	18
17: Cc1ccc(NC(=O)c2nc[nH]c2C(=O)NCC(=O)OC(C)(C)C)cc1
  -0.1	4	-2	0	15	-6	-0.2	4	.
18: Cc1nc2ccccc2cc1C(=O)NCc1ccc(F)cc1
  0.7	-2	-5	13	-11	19	0.3	-20	-14
19: COc1ccccc1N(CC(O)COc1c(C)cc(C)cc1C)S(=O)(=O)c1ccccc1 (stereo not drawn)
  2.1	3	8	5	0	3	0.6	-6	.
20: C=CCn1c(-c2ccc(=O)n(Cc3ccccc3)c2)n[nH]c1=S
  0.8	-3	2	-1	-15	0	0.1	18	.
21: CC(C)CN(CC(C)C)CC(O)CN(c1ccccc1)S(=O)(=O)c1ccccc1[N+](=O)[O-] (stereo not drawn)
  .	2	-12	3	-21	.	1.0	.	-1
22: O=C1C2CC=CCC2C(=O)N1Cc1ccccc1 (stereo not drawn)
  1.0	-1	-8	1	3	-4	0.4	26	-10
23: Cc1cc(C(F)F)n2ncc(C(=O)NCc3ccccc3)c2n1
  1.3	-6	0	2	4	-3	0.1	-14	7
24: COc1ccc(CCNC(=O)c2oc3ccc(OC)cc3c2C)cc1
  .	10	-1	2	-4	.	1.0	.	0
25: O=C1OC(CC(=O)N(Cc2nnc(-c3ccccc3Cl)o2)C2CC2)c2ccccc21 (stereo not drawn)
  -0.2	0	-3	10	7	14	-0.5	-22	-4
26: O=C(NNc1cccc(Cl)n1)Nc1ccc(F)cc1
  -0.9	1	4	1	8	6	-0.5	-18	13
27: COCCCn1c(C)csc1=Nc1cccnc1
  0.7	2	5	2	1	10	0.0	4	1
28: CC1(C)CC(=O)C(N=Nc2cccc([N+](=O)[O-])c2)=C(O)C1
  0.5	9	-1	3	5	-8	0.2	-23	-1
29: CC(=O)Nc1ccc(NC(=O)/C(=C/c2ccco2)NC(=O)c2ccccc2)cc1
  0.2	-6	11	1	6	-8	0.2	-10	-28
30: O=C1c2ccccc2C(=O)N1CCC(c1ccc(F)cc1)c1ccco1 (stereo not drawn)
  1.2	3	-1	4	-11	.	0.1	0	-4

# Single entries from the results shown.
# no. 20 – D2 ag = 0.8
# no. 24 – TRHR PAM = 10
# no. 23 – D2 potentiator = -3
# no. 10 – D2 ag = -0.8
# no. 30 – TRHR agonist = 0.1
# no. 15 – D1 PAM = -2

# Going on with the list.
# Value order – D2 ag	TRHR PAM	D1 PAM	D1 agonist	D1 antag	D2 potentiator	TRHR agonist	D2 antagonist	RXFP1 antagonist
31: CCc1ccccc1NC(=O)CCNS(=O)(=O)c1cc(Br)cnc1N
  -0.1	-4	1	2	-7	0	-0.8	0	3
32: O=C1NC2(CCCCCC2)C(=O)N1CCS(=O)(=O)Oc1ccccc1
  2.0	-3	-6	1	10	-1	0.1	2	-6
33: Cc1nc2ccc(S(=O)(=O)N(C)CC(=O)Nc3ccc(Br)c(C)c3)cc2s1
  1.4	3	1	9	-40*	9	-1.4	.	-8
34: CCOC(=O)c1c(C)[nH]c(C)c1S(=O)(=O)NCC1CCN(Cc2ccccc2F)CC1
  0.8	-5	2	0	35	-24	-0.2	-3	9
35: CCNc1nc(NCC)nc(SCCOC(=O)Nc2ccccc2)n1
  0.6	3	-7	3	46	4	1.0	-10	-3
36: COC(=O)c1cccc(C#CC(NP(=O)(c2ccccc2)c2ccccc2)c2ccccc2)c1 (stereo not drawn)
  0.8	-3	7	5	24	-9	0.1	-21	.
37: CCc1cnc2c(c1SCC(=O)NCc1ccc(C)cc1)c(=O)n(C)c(=O)n2C
  0.6	0	7	-1	.	-4	-0.5	.	8
38: CCOC(=O)C1(CCOC)CCN(C(C)CCc2ccc(OC)cc2)CC1 (stereo not drawn)
  0.0	-2	-3	5	3	-2	0.2	7	7
39: Cn1c(=O)cc(SCC(=O)Nc2ccccn2)c2ccccc21
  -0.1	-10	-4	2	14	-2	-0.2	26	-1
40: CCN(Cc1ccccc1)C(=O)COC(=O)Cn1cnc2ccccc21
  1.7	-6	-4	7	-4	0	-1.0	4	?
41: COc1ccc(OCCOC(=O)c2nc3nccc(C)n3n2)cc1
  0.5	2	-2	6	-6	-3	0.4	-8	-1
42: COc1cccc(NC(=O)C2CCN(c3nn4cc(-c5ccc(F)cc5)nc4s3)CC2)c1
  0.3	-3	-4	3	-1	-3	0.3	.	-25
43: Cc1cc(C)nc(N2CCC(C(=O)NCC3CCCCC3)CC2)n1
  0.2	-2	1	0	-13	5	0.5	-6	.
44: Cc1ccc(-c2nnc(C)c(N3CC(C)OC(C)C3)n2)cc1 (stereo not drawn)
  0.1	16	-6	2	22	-6	0.0	5	1
45: CCOc1cc(/C=N/NC(=O)c2ccncc2)cc(Cl)c1OS(C)(=O)=O
  1.5	-3	-1	4	-7	7	1.0	13	-8
46: COc1ccccc1NC(=O)NNC(=O)CCN1CCOCC1
  0.8	-3	0	4	-6	1	0.0	.	6
47: CC(=O)c1ccc(S(=O)(=O)NC2CCSc3ccccc32)cc1 (stereo not drawn)
  0.4	13	-7	0	6	11	-0.1	16	5
48: COc1ccc(CC(=O)N2CC(=O)Nc3ccc(F)cc3C2c2ccccc2)cc1 (stereo not drawn)
  0.0	2	1	-2	-12	6	0.1	.	-11
49: O=C(NCc1ccc(Cl)cc1)c1cc(=O)nc2sc(-c3ccccc3)nn12
  -1.0	21	2	8	1	-1	-0.7	-8	-3
50: COc1ccc(OC)c(-c2cc(C(=O)NCc3ccco3)no2)c1
  2.0	-5	-16	3	-34*	-31	0.1	6	9
51: CCOc1ncccc1C(=O)N1CCN(S(=O)(=O)c2ccc3c(c2)OCCO3)CC1
  -0.5	-13	-2	1	3	-3	-1.0	-24	-1
52: COc1cc(C(C)=O)ccc1OCCN1CCC(Cc2ccccc2)CC1
  0.2	-1	-11	6	.	-12	-0.2	-15	-5
53: COC(=O)c1cc([N+](=O)[O-])c(-n2ccnc2)c([N+](=O)[O-])c1
  -0.5	3	0	2	-5	1	0.3	-12	-1
54: c1ccc2c(c1)c1ccccc1n1c(-c3ccc4c(c3)OCO4)nnc21
  0.2	5	0	-1	-10	-6	0.2	-16	-10
55: c1cncc(-c2nn[nH]n2)c1
  -1.3	40*	6	3	-1	-3	0.4	-8	8
56: O=C(CC(Sc1ccc(Br)cc1)C(=O)O)c1ccc(F)cc1 (stereo not drawn)
  1.5	3	-1	0	-1	21	1.3	-2	5
57: CCN(c1ccccc1)S(=O)(=O)c1ccc(Cl)c(NC(=O)COC(=O)c2ccc[nH]c2=O)c1
  0.6	0	0	3	-28	5	-0.3	-5	-20
58: C[C@H](NC(=O)Nc1cccc(Br)c1)C(=O)O
  -0.2	-3	-12	1	-15	-1	0.0	13	-12
59: Cc1cc(C)cc(NC(=O)C2CCCN(S(=O)(=O)c3ccc4[nH]c(=O)ccc4c3)C2)c1 (stereo not drawn)
  0.3	0	3	1	-9	-8	0.0	1	-35
60: Cn1c2c(c(=O)[nH]c1=O)C(NC(=O)c1ccco1)(C(F)(F)F)C(=O)N2 (stereo not drawn)
  0.9	2	3	2	2	1	-0.1	-3	-2
61: CCCCn1c(SCC2CCCCO2)nc2cc(S(N)(=O)=O)ccc21 (stereo not drawn)
  -0.1	-1	4	2	6	-9	-0.4	15	-3

# Compound profiles, as listed above. Order of values: D2 ag | TRHR PAM | D1 PAM | D1 agonist | D1 antag | D2 potentiator | TRHR agonist | D2 antagonist | RXFP1 antagonist
# Results for Cc1cc(C)cc(NC(=O)C2CCCN(S(=O)(=O)c3ccc4[nH]c(=O)ccc4c3)C2)c1 (stereo not drawn) : 0.3 | 0 | 3 | 1 | -9 | -8 | 0.0 | 1 | -35
# Results for CCCCn1c(SCC2CCCCO2)nc2cc(S(N)(=O)=O)ccc21 (stereo not drawn) : -0.1 | -1 | 4 | 2 | 6 | -9 | -0.4 | 15 | -3
# Results for CC(=O)c1ccc(S(=O)(=O)NC2CCSc3ccccc32)cc1 (stereo not drawn) : 0.4 | 13 | -7 | 0 | 6 | 11 | -0.1 | 16 | 5
# Results for Cn1c(=O)cc(SCC(=O)Nc2ccccn2)c2ccccc21 : -0.1 | -10 | -4 | 2 | 14 | -2 | -0.2 | 26 | -1
# Results for CCOC(=O)C1(CCOC)CCN(C(C)CCc2ccc(OC)cc2)CC1 (stereo not drawn) : 0.0 | -2 | -3 | 5 | 3 | -2 | 0.2 | 7 | 7
